From PubChem
IL2 activator: activators of IL-2. IL-2 activation reporter assay, cell-based qHTS; stimulated with anti-CD3/CD4/CD28 beads; in transgenic mouse T cells. AID 652025. activation, % (series mostly up to about 46 µM). hit rate 0.065% among 360,000; in the data active = activation above about 50%; inconclusive = mostly about 30% to 49%; note: 0% is about no effect
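EGFP and DsRed fluorescence is measured by plate cytometry in unstimulated transgenic mouse T cells exposed to compound for 60 minutes, then stimulated 18 hours at 37 degrees C with anti-CD3/anti-CD4 beads plus anti-CD28.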
PLK1 PBD inh: blocks phosphopeptide binding to human PLK1 polo-box domain. Plk1 PBD binding of FITC phosphopeptide, fluorescence polarization. AID 720504. hit rate 2.8% among 360,000. Potency, µM, without a hit: max response, negative = inhibition, actives largely listed as inhibitors. P53350; note: potency is the fitted concentration of half-maximal effect; series mostly up to about 57 µM; % is set by controls: 0 for no effect and ±100 for the full control effect; nearly all actives have a fitted effect of over 65% in size
Target sequence (P53350 whole entry, looked up, the tested form may be a part): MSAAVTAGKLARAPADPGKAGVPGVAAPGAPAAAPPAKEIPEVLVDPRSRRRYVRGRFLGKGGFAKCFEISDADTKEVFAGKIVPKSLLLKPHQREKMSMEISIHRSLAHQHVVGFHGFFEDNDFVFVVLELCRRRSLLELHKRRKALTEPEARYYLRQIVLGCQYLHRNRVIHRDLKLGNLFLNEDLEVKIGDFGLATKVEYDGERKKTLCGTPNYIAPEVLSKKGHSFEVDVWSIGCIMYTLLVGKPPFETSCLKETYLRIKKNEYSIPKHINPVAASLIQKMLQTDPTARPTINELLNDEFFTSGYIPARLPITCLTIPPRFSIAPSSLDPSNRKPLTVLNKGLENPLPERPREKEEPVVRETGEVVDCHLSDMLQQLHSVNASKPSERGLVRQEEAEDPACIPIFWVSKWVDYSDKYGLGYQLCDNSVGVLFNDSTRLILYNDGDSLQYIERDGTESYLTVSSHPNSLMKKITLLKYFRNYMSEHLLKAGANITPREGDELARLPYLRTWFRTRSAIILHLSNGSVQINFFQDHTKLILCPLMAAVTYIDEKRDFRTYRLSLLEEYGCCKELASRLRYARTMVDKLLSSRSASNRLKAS
GLP-1R inv ag: inverse agonists of human GLP-1 receptor; P43220; HEK293 GLP-1R CRE-luciferase, luminescence, 24 h; GLP-1R form is constitutively active; Potency, µM (doses to about 38.3 µM), for the others: at the top dose activity change, negative = inhibition, actives largely listed as inhibitors; hit rate 1.6% among 410,000; note: potency is the fitted concentration of half-maximal effect; % is set by controls: 0 for no effect and ±100 for the full control effect; nearly all actives have a fitted effect of over 55% in size
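Inverse agonists were sought by their lowering of basal cAMP reporter luciferase output in HEK293 cells stably carrying constitutively active human GLP-1R, after 24 h compound treatment.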
GLP1R cytotox: cytotoxicity counter-screen for GLP-1 receptor inverse agonists; HEK293 cAMP-luciferase reporter cells, luminescence, 24 h; Potency, µM (highest dose often 38.3 µM), for inactives: at the top dose activity change, negative = inhibition, actives largely listed as inhibitors; hit rate 0.13% among 410,000;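 note: loss of luciferase light is scored as toxicity; potency is the fitted concentration of half-maximal effect; % is set by controls: 0 for no effect and ±100 for the full control effect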
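Seeding density was 200 cells/uL; after overnight-length (12 h) culture, 23 nL compounds went on for 24 h at 37 °C. Readout used a luciferase detection reagent, luminescence taken after 12 min at room temperature.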
D3 ag: agonists of human D3 dopamine receptor. hit rate 0.58% among 410,000. max activation, %. D3R DiscoveRx beta-arrestin cells, luminescence, 90 min. AID 652048; in the data active = max activation above about 30%; note: 0% is about no effect; mostly tested at two doses, the higher about 12 µM
Target sequence (P35462 whole entry, looked up): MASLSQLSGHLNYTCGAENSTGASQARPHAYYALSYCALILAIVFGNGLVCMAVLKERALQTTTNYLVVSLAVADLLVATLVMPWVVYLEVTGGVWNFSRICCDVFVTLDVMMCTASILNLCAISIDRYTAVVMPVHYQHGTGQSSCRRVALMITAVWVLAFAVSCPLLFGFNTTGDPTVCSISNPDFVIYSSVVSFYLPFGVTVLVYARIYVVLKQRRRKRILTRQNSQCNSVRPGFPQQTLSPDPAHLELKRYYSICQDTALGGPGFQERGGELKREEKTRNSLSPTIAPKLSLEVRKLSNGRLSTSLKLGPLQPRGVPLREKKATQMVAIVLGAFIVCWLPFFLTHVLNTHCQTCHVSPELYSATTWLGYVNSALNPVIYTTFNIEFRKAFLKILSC
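Cells at 1500/well, incubated overnight, then treated with pinned compounds (dopamine as control) for 90 min at 37 degrees C. DiscoveRx reagent added for 30 - 60 minutes at room temperature; luminescence read.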
WRN inhibitor: WRN helicase (human) inhibition; Potency, µM (titrated, usually from 114 µM), without a hit: top-dose activity change, negative = inhibition, usual class: inhibitors; WRN helicase unwinding, fluorescent forked duplex, kinetic; hit rate 0.46% among 360,000; note: potency is the fitted concentration of half-maximal effect; % is set by controls: 0 for no effect and ±100 for the full control effect; nearly all actives have a fitted effect of over 55% in size
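Kinetic fluorescence helicase assay: unwinding of a quenched forked DNA duplex (100 nM final) with 2 mM ATP final raises red fluorescence (525/598 nm). Compounds sat 15 min at room temperature with 20 nM WRN beforehand.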
PI5P4Ka inh: PI5P4K alpha (human) kinase inhibition; P48426; PI5P4Kalpha enzyme, ADP-Glo luminescence, 60 min; active compounds read low; max response, %; hit rate 1.2% among 330,000; active = max response of -50% or lower; inconclusive = between -30% and -50%; inactive = -30% or higher; note: value at the top dose of about 77 µM; % is set by controls: 0 for no effect and ±100 for the full control effect
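Enzyme plus substrate dispensed, test compounds pinned in, then ATP (5 microM final) added. After 60 min at RT, ADP-Glo reagent 1 for 45 min and reagent 2 for 30 min preceded luminescence imaging.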
GLP1R ag: GLP-1 receptor (human) agonism; P43220; HEK293 GLP-1R CRE-luciferase, luminescence, 4-6 h; cells express a hypersensitive GLP-1R form; Potency, µM (top dose mostly 45.6 µM), for the others: top-dose activation, actives largely listed as activators; hit rate 0.007% among 380,000; AID 624172; note: potency is the fitted concentration of half-maximal effect; % of control where 0% means no effect
D3 antag: blocks the human D3 dopamine receptor. D3R cells, DiscoveRx beta-arrestin luminescence, antagonist mode; active compounds read low. max response, negative = inhibition, %. hit rate 2.5% among 360,000. AID 652054; in the data active = max response below about -50%; inconclusive = no clear call, values can overlap the other calls; note: % is set by controls: 0 for no effect and ±100 for the full control effect; mostly tested at two doses, the higher about 12 µM
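Cells plated overnight at 1500 cells/well, then exposed to library compounds with dopamine controls for 90 minutes at 37 degrees C. DiscoveRx reagent added for 30–60 minutes at room temperature; luminescence read, quantitative HTS format.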
An asterisk follows results filed as active; u = inconclusive; x = no result given; [ ] = another dose, or the depositor's remark. Unless noted, calls come from the whole dose curve; as a rule, active = well fitted curve in the direction sought with a large enough effect; inconclusive = small, poorly fitted or top-dose-only effect, or another doubt; inactive = no such curve, though single readings can be large; an effect the other way counts as inactive or inconclusive.

SMILES | IL2 activator | PLK1 PBD inh | GLP-1R inv ag | GLP1R cytotox | D3 ag | WRN inhibitor | PI5P4Ka inh | GLP1R ag | D3 antag
C=CCn1c(N/N=C/c2ccc(O)cc2)nc2ccccc2c1=O | 0.1 | -5.3% | 31.8%[activator] | 5.3% | -0.3 | -11.8% | -1.4 | 17.2% | -8.8
CN(c1ccc(F)cc1)S(=O)(=O)c1ccc(Cl)c(C(=O)NCC2(N3CCOCC3)CCCCC2)c1 | -4.4 | 2.4% | u | -15.2% | 3.2 | -0.6% | -5.3 | -19.6% | -18.8
Cn1c(N)c(S(=O)(=O)NCc2ccccc2Cl)c(=O)n(C)c1=O | 9.2 | -11.8% | 4.8% | -5.7% | -4.1 | 3.0% | -0.1 | -0.5% | -1.6
CCCCC(=O)N1CCN(c2ccc(OC)cc2[N+](=O)[O-])CC1 | 0.5 | 4.6% | -17.2% | -5.8%[1.53 µM] | -10.5 | -35.2%[57.1 µM] | -3.4 | 4.3% | 5.7
COc1ccc(Oc2c(C)nc(SCC(=O)c3ccc(Cl)cc3)[nH]c2=O)cc1 | -0.2 | u | -1.8% | 4.1% | 12.5 | -10.2% | 2.8 | 0.7% | 11.6
CCCCn1c(N)c(N(CCC(C)C)C(=O)c2ccc(COc3ccccc3)o2)c(=O)[nH]c1=O | -0.4 | 0.6% | -5.8% | 1.7% | -5.5 | -8.5% | 1.4 | -4.8% | 0.0
Cc1ccccc1C(=O)NNC(=O)CCC(=O)Nc1cccc(Cl)c1C | 0.1 | -10.2% | -4.3% | 5.7% | -1.8 | u | 1.7 | 2.2% | -2.5
Cc1ccc(C(=O)Nc2ccccc2N2CCN(C(=O)C(C)C)CC2)cc1 | 0.5 | -24.3% | u | -13.3% | 4.3 | 0.9% | 2.7 | -3.5% | 21.7
O=C(Nc1ccc2c(c1)CCC2)C1CCN(c2c3c(nc4ncnn24)CCC3)CC1 | -1.9 | -0.1% | u | u | 11.4 | -3.2% | x | -1.3% | 31.7
CC(C)c1ccc(CNC(=O)C(=O)NCCCn2ccnc2)cc1 | 0.1 | -3.1% | 1.1% | -2.8% | 4.3 | 2.4% | 14.5 | 1.1% | 0.9
COC(=O)c1c(NC(=O)c2ccccc2)sc2c1CC(C)(C)NC2(C)C | -2.1 | -8.1% | 5.7% | u | 0.5 | 2.9% | -5.2 | 3.4% | -26.1
Cc1cc(C)c2nc(N(CCCN(C)C)C(=O)C3=COCCO3)sc2c1 | -4.5 | -2.0% | 4.47µM* | u | -8.3 | -1.9% | -2.8 | -9.4% | -1.8
CCn1c(COc2ccc(C)cc2)nnc1SCC(=O)Nc1ccc2c(c1)OCCO2 | 0.5 | -3.4% | 0.9% | 1.5% | 3.9 | -0.9% | -1.3 | 2.9% | 4.1
OC(CN1C2=NCCCN2c2ccccc21)c1ccc2c(c1)OCO2 (stereo not drawn) | 1.4 | -2.2% | -24.6% | -6.3% | -0.6 | 10.5% | 2.6 | 8.1% | -20.8
Cc1ccc(C)c(NC(=O)NC2CCCCCCC2)c1 | -6.6 | -17.4% | u | -14.7% | -6.3 | -0.7% | 0.5 | 5.5% | -6.0
O=C(CCCN1C(=O)C(c2ccccc2)Oc2cccnc21)NCc1ccccc1Cl (stereo not drawn) | -0.2 | 0.9% | -27.5% | -9.9% | 0.5 | 8.2% | -1.4 | 0.3% | -0.6
CCN(CC)S(=O)(=O)c1ccc(NC(=O)Cn2cnc3ccccc3c2=O)cc1 | -1.7 | -7.0% | u | -2.4% | -2.2 | 0.4% | -2.3 | -1.5% | -20.6
Cc1ccccc1NC(=O)COC(=O)c1n[nH]c(=O)c2ccccc12 | 25.9 | -14.6% | 22.2% | 1.1% | -6.6 | -0.1% | 1.2 | -20.2% | -17.8
COCCn1c(SCC(=O)N2CCOCC2)nc2ccccc2c1=O | 0.7 | -0.3% | 6.5% | 1.3% | -2.2 | -7.1% | 5.0 | 9.0% | -1.6
CCOC(=O)c1c(-c2ccccc2)csc1NC(=O)CCN1C(=O)c2ccccc2C1=O | 0.8 | 1.4% | 4.5% | -4.4% | 12.9 | -4.8% | 4.7 | 7.1% | -0.6
O=C(Nc1nc2ccc(Br)cc2s1)c1ccco1 | -0.4 | -5.4% | -23.0% | 5.3% | -1.6 | -31.1% | -11.9 | -15.8% | -10.3
Cc1ccc(C)c(OCCC(=O)Nc2ccc(S(=O)(=O)N3CCCC3)cc2)c1 | -0.4 | -17.7% | u | -18.2% | -1.6 | -8.9% | -1.3 | -5.3% | 2.8
CCN(CC)S(=O)(=O)c1cc(NC(=O)C(C)N2CCc3ccccc32)ccc1C (stereo not drawn) | -4.0 | 1.6% | u | -6.4% | 5.3 | -7.5%[57.1 µM] | 8.6 | 6.4% | -1.4
O=C(CN1CCc2ccccc21)NN1CC(=O)N(c2ccccc2)CC1=O | 1.0 | 0.1% | 2.7% | -2.2% | -1.7 | 0.5% | -3.4 | -2.6% | -22.3
COc1ccc(Oc2ncnc3sccc23)cc1 | -0.3 | -19.3% | u | -1.6% | -2.3 | -27.3% | 2.6 | 2.5% | 4.4
CC(=O)c1cccc(S(=O)(=O)NCCC(=O)NC2CCCCCC2)c1 | 0.8 | -6.3% | 12.5% | -0.7% | 2.2 | 6.9% | 0.2 | -3.3% | 15.9
CCOC(=O)c1ccccc1NC(=O)COC(=O)CCNS(=O)(=O)c1ccccc1 | -1.3 | -2.1% | 19.2% | -3.4% | 1.3 | -3.3% | 7.6 | 21.4% | 5.8
CC1(c2ccc(OC(F)F)cc2)NC(=O)N(CC(=O)Nc2ccc(S(N)(=O)=O)cc2)C1=O (stereo not drawn) | 0.3 | -12.9% | -8.2% | -10.5% | -1.1 | -6.3% | -8.5 | -1.0% | -0.5
Cc1n[nH]c(=O)n1-c1ccc(Oc2ccccc2)cc1 | -1.3 | -0.3% | -16.7% | -8.5% | 1.4 | 2.5% | x | 0.0% | 9.4
COc1ccc(-c2nc3ccccc3c(C(=O)Nc3ccc(S(=O)(=O)Nc4cc(C)on4)cc3)c2C)cc1 | 0.4 | -29.7% | 5.01µM* | 5.6% | -0.3 | -19.3% | u | -5.4% | -12.4
Cn1c(C(=O)OCC(=O)NCCc2ccccc2)cc2sccc21 | -2.1 | -8.3% | -0.1% | u | -12.4 | -11.9%[57.1 µM] | x | -1.1% | -13.6
CCCCCc1c(-c2cccc(F)c2)ncn1CCc1ccccc1OC | -0.8 | 0.4% | u | -0.5% | 8.6 | -6.7% | 7.0 | -2.9% | 38.4
CCOc1ccc(-n2c(C)c3c(C)nnc(C)c3c2C)cc1 | -4.8 | -9.3% | -13.2% | -6.6% | -3.6 | 23.7% | -12.1 | -1.9% | -4.7
Cc1cc(C(=O)OCC(=O)Nc2ccccc2C(F)(F)F)on1 | 0.5 | -1.2% | -4.3% | -0.3% | -6.7 | -9.1% | 5.6 | -2.0% | -13.7
CCCCN(C(=O)CNC(=O)c1ccco1)C(C(=O)NC1CCCCC1)c1cccnc1 (stereo not drawn) | 0.3 | -0.8% | 10.3% | 0.1% | -0.7 | 0.5% | 1.0 | 8.8% | 5.3
CNC(=S)N(Cc1ccc(OC)cc1)Cc1cc2ccc(C)cc2[nH]c1=O | -0.1 | 23.8µM* | -0.9% | 18.1% | 8.9 | -1.4%[57.1 µM] | -9.9 | 2.4% | 10.1
O=C1NC(=O)C(=O)N1 | -0.3 | -6.8% | -1.3% | 6.4% | 12.9 | -1.6% | -4.3 | 12.2% | 2.6
Cc1onc(-c2ccccc2)c1C(=O)Nc1cccc(C#N)c1 | -1.6 | 0.3% | -22.8% | 15.1% | -5.3 | -9.2% | 8.5 | 0.4% | -25.6
O=C(OC1CC2CC1[C@H]1CCCCN1C2=O)N1CCN(c2ccccc2)CC1 (stereo partly drawn) | 1.2 | 0.6% | -10.3% | 2.7% | 6.7 | 8.1% | -0.7 | -3.5% | 3.6
CC(C)CNC(=O)C(=O)NNC(=O)C1CCCCC1 | -2.2 | -7.9% | 0.6% | 5.7% | 2.0 | 1.3% | x | -11.9% | 8.6
CCOc1ccc(N2C(=O)CC(NCCc3c[nH]c4ccccc34)C2=O)cc1 (stereo not drawn) | -0.4 | -10.7% | 0.1% | -1.7% | 1.2 | 4.9% | -0.9 | 0.1% | -23.5
CC(C)(C)c1ccc2c(c1)C(=O)c1ccccc1C2=O | -2.0 | 2.4% | 18.3% | -8.9% | 17.7 | -9.7% | 24.9 | 27.2% | -5.5
C[C@@H]1CC[C@]2(O[C@@H](CCO)C[C@@H](O)[C@@H]2O)O1 | 0.9 | -20.5% | 4.5% | 1.7% | 9.3 | 5.7% | -0.3 | -2.3% | -16.7
Cc1cnc(NC(=O)CCCNC(=O)c2ccc(Cl)cc2)s1 | -0.7 | -9.4% | 7.9% | -2.2% | -1.5 | 0.2% | -3.7 | 12.7% | -19.9
Cc1cc(=O)n(CCCO)c(O)c1C#N | -0.7 | -4.5% | 4.1% | -2.3% | 3.0 | -16.6% | -14.3 | -20.0% | 41.2
COc1ccccc1-c1ccc(Nc2ccc(C(=O)N3CCOCC3)cc2)nn1 | -1.2 | -20.4% | -18.7% | -20.0% | -2.2 | 12.2% | 4.8 | 10.7% | -2.9
CC1=C(C(=O)Nc2ccccc2)C(c2cccc([N+](=O)[O-])c2)Nc2nc3ccccc3n21 (stereo not drawn) | -1.8 | 0.6% | -7.9% | -22.5% | 8.8 | 2.3% | x | -14.8% | -12.0
COc1ccc(C(=O)c2ccc(OC)c3cccc(O)c23)cc1OC | -0.2 | -1.9% | 0.7% | -19.9% | 3.3 | -7.6% | 6.8 | u | 1.3

Compound profiles (already shown). Order of values: IL2 activator	PLK1 PBD inh	GLP-1R inv ag	GLP1R cytotox	D3 ag	WRN inhibitor	PI5P4Ka inh	GLP1R ag	D3 antag
`Cc1onc(-c2ccccc2)c1C(=O)Nc1cccc(C#N)c1` across the screens: -1.6	0.3%	-22.8%	15.1%	-5.3	-9.2%	8.5	0.4%	-25.6
`CC(C)(C)c1ccc2c(c1)C(=O)c1ccccc1C2=O` across the screens: -2.0	2.4%	18.3%	-8.9%	17.7	-9.7%	24.9	27.2%	-5.5
